C diff growth = C. difficile growth inhibition | Clostridium difficile clinical isolate growth, OD600, 24 h; active compounds read low | growth activity, negative = inhibition, % at 16 µg/mL (by protocol) | 0.25% of 86,000 active | AID 1259249;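 active = mean growth activity at or below -80% and every replicate also at or below -80%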;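 also: 0% = DMSO wells and -100% = levofloxacin 16 µg/mL wells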
GASC1 inh = KDM4C (human) demethylase inhibition; Q9H3R0; GST-KDM4C 2-372, H3K9me3 peptide, LANCE TR-FRET; inhibition, % at 12.5 µM; 0.15% of 96,000 active; AID 720574;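 active = mean replicate inhibition above about 25%, with at least 55% of replicates also reaching it, limit read from the data, passing the limit was not always enough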
Target sequence (Q9H3R0 2-372 limits assumed): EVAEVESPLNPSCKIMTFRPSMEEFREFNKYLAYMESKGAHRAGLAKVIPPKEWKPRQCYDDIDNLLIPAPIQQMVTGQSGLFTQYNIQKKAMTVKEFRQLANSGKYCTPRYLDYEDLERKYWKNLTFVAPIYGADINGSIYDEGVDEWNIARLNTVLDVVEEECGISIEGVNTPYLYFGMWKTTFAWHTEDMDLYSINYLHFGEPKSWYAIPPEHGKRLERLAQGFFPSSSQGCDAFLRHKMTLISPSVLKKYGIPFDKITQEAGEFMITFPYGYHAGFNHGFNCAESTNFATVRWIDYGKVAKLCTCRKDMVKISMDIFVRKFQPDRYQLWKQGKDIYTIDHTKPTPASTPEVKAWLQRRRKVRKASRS
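material = GST-tagged GASC-1 (JMJD2C) catalytic fragment, aa 2-372 | amount = enzyme final amount 10 nM | medium = HEPES buffer, pH 7.5, plus ascorbate | also added = H3K9me3 peptide substrate, Fe(II), 2-oxoglutarate | dosing = single dose | times = 30 min demethylation and 1 h detection at room temperature | detection = LANCE TR-FRET | read-out basis = Fall in 671/618 emission ratio as inhibition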
T cruzi growth = T. cruzi proliferation inhibition; inhibition, % at 8.34 µM; T. cruzi beta-gal in NIH3T3, GalScreen luminescence, 90 h; AID 624255; 5.9% of 77,000 active;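 active = mean inhibition above about 93%, with at least 55% of replicates each passing it, limit read from the data, passing the limit was not always enough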
Pf Dd2 growth = blocks growth of Plasmodium falciparum Dd2 parasites; P. falciparum Dd2 growth, SYBR Green, 72 h; active compounds read low; activity change, % at 10 µM; 2.3% of 94,000 active; in the data active = activity change below about -80%
Active calls of the source: *; nt = not tested or not shown; & = joins results of further samples; ! = not active in a repeat. Rows were taken by chance. Share with any hit: about 7.3%.

SMILES	C diff growth	GASC1 inh	T cruzi growth	Pf Dd2 growth
CO[C@H]1CN(C)C(=O)c2cc(NC(C)=O)ccc2OC[C@H](C)N(Cc2cncnc2)C[C@H]1C	nt	-0.8	0	20
COc1ccc(S(=O)(=O)Nc2ccc3c(c2)C(=O)N([C@H](C)CO)C[C@@H](C)[C@@H](CN(C)Cc2ccc4c(c2)OCO4)O3)cc1	4	0.1	nt	2
CC(=O)N1CC(=O)N2[C@H](CO)[C@@H](c3ccc(-c4ccc(C)cc4)cc3)[C@@H]2C1	-15	2.1	nt	-1
C[C@@H]1CN([C@H](C)CO)C(=O)c2cc(NS(=O)(=O)c3cn(C)cn3)ccc2O[C@@H]1CN(C)S(=O)(=O)c1cn(C)cn1	nt	2.3	29	12
Cc1cccc(CN(C)C[C@H]2OCc3cnnn3CCCC(=O)N([C@H](C)CO)C[C@H]2C)c1	1	0.6	31	-16
Cc1ccc(S(=O)(=O)Nc2ccc3c(c2)CC(=O)N([C@H](C)CO)C[C@H](C)[C@H](CN(C)C(=O)NC2CCCCC2)O3)cc1	-1	-0.9	34	-14
CO[C@@H]1CN(C)C(=O)c2cc(NC(C)=O)ccc2OC[C@H](C)N(C(=O)c2cccnc2)C[C@H]1C	nt	0.3	-4	-14
O=C(C[C@@H]1C=C[C@@H](NC(=O)C2CCC2)[C@H](CO)O1)NCC1CC1	0	-0.5	-38	1
CN(C)C(=O)[C@H]1[C@H](CO)[C@H]2Cn3c(ccc(-c4ccccc4F)c3=O)[C@H]2N1C(=O)c1cnccn1	-6	3.2	-16	12
C[C@@H]1CN([C@@H](C)CO)C(=O)Cc2cc(NS(=O)(=O)c3ccc(F)cc3)ccc2O[C@H]1CN(C)Cc1ccc(Cl)c(Cl)c1	nt	-1.7	6	-48
CCC(=O)N1CC[C@@H]2[C@H](CO)Nc3ccc(C#Cc4ccccc4)cc3[C@@H]21	-13	-0.2	78	-33
O=C(N[C@@H]1CC[C@@H](CCn2cc(C3(O)CCCC3)nn2)O[C@H]1CO)C1CCOCC1	nt	0.9	-14	2
C[C@@H]1CN([C@H](C)CO)C(=O)c2cccc(NC(=O)c3cnccn3)c2O[C@@H]1CN(C)S(C)(=O)=O	0	-0.2	-86	9
COc1ccccc1CNC(=O)C[C@@H]1C=C[C@@H](NC(C)=O)[C@@H](CO)O1	-4	-0.5	47	13
O=C(C[C@H]1C=C[C@H](NC(=O)Cc2cccnc2)[C@H](CO)O1)Nc1ccc(-c2ccccc2)cc1	1	0.6	nt	32
CCS(=O)(=O)Nc1ccc2c(c1)C(=O)N(C)C[C@@H](OC)[C@@H](C)CN[C@@H](C)CO2	-2	-1.0	7	nt
C[C@H]1CN([C@@H](C)CO)C(=O)Cc2cc(NS(=O)(=O)c3ccccc3)ccc2O[C@H]1CN(C)Cc1ccc(C(=O)O)cc1	2	0.9	-4	19
N#Cc1cccc(-c2ccc(C3[C@H]4CNC[C@@H]3N4S(=O)(=O)c3ccc(F)cc3)cc2)c1 (some centres not stated)	48&57	35*!	nt	-12&-44
COCC#Cc1ccc2c(c1)O[C@H](CN(C)C(=O)COC)[C@H](C)CN([C@H](C)CO)S2(=O)=O	-2	0.7	9	20
COc1ccccc1-c1ccc([C@H]2[C@H]3CN(S(=O)(=O)c4cn(C)cn4)CCCCN3[C@H]2CO)cc1	5	-0.3	20	16
Cc1ccc(S(=O)(=O)N[C@@H]2CC[C@H](CC(=O)N3CCc4ccccc4C3)O[C@@H]2CO)cc1	nt	1.0	-100	12
Cc1noc(C)c1S(=O)(=O)Nc1ccc2c(c1)C(=O)N([C@H](C)CO)C[C@@H](C)[C@H](CN(C)S(=O)(=O)c1c(C)noc1C)OCCCC[C@@H](C)O2	1	-0.7	nt	nt
C/C=C/c1ccc([C@@H]2[C@@H](CN(C)C(=O)CC)N(C(=O)NC(C)C)[C@H]2CO)cc1	3	1.1	21	2
CC(C)OC(=O)N(C)C[C@H]1OCc2cn(nn2)CCCC(=O)N([C@H](C)CO)C[C@H]1C	-3	2.9	19	5
CCCNC(=O)C[C@H]1CC[C@@H]2[C@H](COc3ccc(NC(=O)c4cscn4)cc3C(=O)N2C)O1	2	-0.8	29	-9

Other results follow:
SMILES	C diff growth	GASC1 inh	T cruzi growth	Pf Dd2 growth
C[C@@H]1CN([C@H](C)CO)C(=O)Cc2cc(NC(=O)Nc3cccc4ccccc34)ccc2O[C@H]1CN(C)Cc1ccc(C(=O)Nc2ccccc2N)cc1	7	-2.1	nt	-4
C[C@H]1CCCCO[C@H](CN(C)C(=O)Cc2ccccc2)[C@@H](C)CN([C@@H](C)CO)C(=O)c2cc(NS(=O)(=O)c3cccs3)ccc2O1	-2	0.0	41	-23
C[C@H](CO)N1C[C@H](C)[C@H](CN(C)S(=O)(=O)c2cccs2)Oc2ccc(NC(=O)Cc3cn(C)c4ccccc34)cc2C1=O	nt	-1.3	88	-86*
COc1ccc(S(=O)(=O)Nc2ccc3c(c2)C(=O)N([C@@H](C)CO)C[C@H](C)[C@@H](CN(C)CC2CC2)OCCCC[C@H](C)O3)cc1	1	1.8	39	-44
CO[C@H]1CN(C)C(=O)c2cc(NC(C)=O)ccc2OC[C@H](C)N(C(=O)Cc2ccccn2)C[C@H]1C	nt	1.9	-33	30
COc1ccc(NC(=O)N[C@H]2CC[C@@H](CCNS(=O)(=O)c3ccccc3F)O[C@@H]2CO)cc1	nt	3.1	-15	7
CCCNC(=O)Nc1ccc2c(c1)C(=O)N(C)C[C@@H](OC)[C@H](C)CN(CCC(F)(F)F)[C@@H](C)CO2	nt	-0.1	29	nt
Cc1noc(C)c1S(=O)(=O)N(C)C[C@H]1Oc2ccc(NC(=O)NC3CCCCC3)cc2CC(=O)N([C@H](C)CO)C[C@@H]1C	-4	0.8	30	-7
CNC[C@@H]1Oc2c(NC(=O)c3nc4ccccc4s3)cccc2C(=O)N([C@@H](C)CO)C[C@H]1C	16	0.0	50	-35
CN(C)C(=O)c1cc2c(c(-c3cccc(C4=CCCC4)c3)n1)[C@H](CCO)N([S@@](=O)C(C)(C)C)C2	nt	-1.0	2	28
Cc1ccc(S(=O)(=O)Nc2ccc3c(c2)C(=O)N([C@H](C)CO)C[C@@H](C)[C@@H](CN(C)Cc2ccc(C(=O)O)cc2)OCCCC[C@@H](C)O3)cc1	nt	0.0	-39	-39
C[C@H](O)C#Cc1ccc([C@H]2[C@H](CO)N3CCCCN(C(=O)c4cccc(F)c4)C[C@@H]23)cc1	0	0.5	100*	-42
C[C@H]1CN([C@@H](C)CO)C(=O)c2cc(-c3ccncc3)cnc2O[C@@H]1CN(C)S(=O)(=O)c1ccc(F)cc1	-3	3.2	24	-55
O=C(C[C@H]1CC[C@@H]2[C@H](COC[C@H](O)CN2C(=O)Nc2ccc(F)cc2)O1)NC1Cc2ccccc2C1	nt	0.7	-9	11
COc1ccc(NC(=O)N2CC(=O)N3[C@H](C2)[C@@H](c2ccc(-c4ccc(C)cc4)cc2)[C@@H]3CO)cc1	-3	-1.0	nt	-13
C[C@H](CO)N1C[C@H](C)[C@H](CN(C)Cc2ccccc2)Oc2c(NC(=O)c3cnccn3)cccc2C1=O	5	-1.7	63	-4
CO[C@H]1CN(C)C(=O)c2ccc(NC(=O)Nc3cc(F)ccc3F)cc2OC[C@@H](C)N(C)C[C@@H]1C	nt	2.5	13	-56
CNC[C@H]1Oc2ncc(C#CC3(O)CCCC3)cc2C(=O)N([C@@H](C)CO)C[C@H]1C	0	1.1	nt	10
O=C(Cc1ccccc1)N1C[C@@H]2[C@H](c3ccccc31)[C@H](CO)N2S(=O)(=O)c1ccccc1	8	2.1	53	-7
COc1ccc(CN(C)C[C@H]2Oc3c(NS(=O)(=O)c4ccc(Cl)cc4)cccc3C(=O)N([C@H](C)CO)C[C@@H]2C)cc1	1	-2.2	38	10
CC=Cc1ccc2n(c1=O)C[C@@H]1[C@@H](CO)[C@H](C(=O)NCC)N(CC3CCOCC3)[C@H]21 (mixture of isomers)	-1	8.7	19	nt
CN1CCN(C(=O)C[C@H]2CC[C@H]3[C@H](COc4ccc(NC(=O)C5CCC5)cc4C(=O)N3C)O2)CC1	2	4.9	nt	22
Cc1noc(C)c1S(=O)(=O)Nc1ccc2c(c1)C(=O)N([C@@H](C)CO)C[C@H](C)[C@@H](CN(C)S(=O)(=O)c1ccccc1)O2	nt	1.7	-163	-70
COCC#Cc1ccc([C@H]2[C@H](CO)N3C(=O)CN(C(=O)Nc4ccc(F)cc4)C[C@@H]23)cc1	-3	-0.9	nt	0
COc1ccc2c3c([nH]c2c1)[C@H](CO)N(C(=O)C1CCCC1)CC31CN(C)C1	-6	0.4	nt	-29

(next part)
SMILES	C diff growth	GASC1 inh	T cruzi growth	Pf Dd2 growth
CCCC#Cc1ccc2c(c1)O[C@@H](CN(C)C(=O)CC)[C@H](C)CN([C@H](C)CO)S2(=O)=O	1	1.0	69	-37
Cc1ccc(S(=O)(=O)Nc2ccc3c(c2)C(=O)N([C@H](C)CO)C[C@H](C)[C@@H](CN(C)S(=O)(=O)c2cccs2)OCCCC[C@@H](C)O3)cc1	-2	-0.9	nt	nt
C[C@@H]1CN([C@@H](C)CO)C(=O)c2cc(NS(=O)(=O)c3ccc(Cl)cc3)ccc2O[C@@H](C)CCCCO[C@H]1CN(C)Cc1ccc2c(c1)OCO2	nt	-1.4	84	-58
C[C@@H]1CN([C@@H](C)CO)C(=O)Cc2cc(NC(=O)Cn3cnnn3)ccc2O[C@H]1CN(C)C	-7	0.2	-47	25
CC(C)OC(=O)N(C)C[C@H]1OCc2ccccc2-c2c(n(C)c3ccccc23)C(=O)N([C@@H](C)CO)C[C@@H]1C	nt	2.0	43	-63
Cc1noc(C)c1NC(=O)N(C)C[C@H]1OCCCC[C@@H](C)Oc2ccc(NC(=O)NC(C)C)cc2C(=O)N([C@H](C)CO)C[C@@H]1C	5	0.3	nt	1
COc1ccc(C(=O)Nc2ccc3c(c2)OC[C@H](C)NC[C@@H](C)[C@H](OC)CN(C)C3=O)cc1	-8	-1.2	-21	7
C[C@H]1CN([C@@H](C)CO)C(=O)c2cc(N(C)C)ccc2O[C@@H]1CN(C)Cc1ccc(C(F)(F)F)cc1	3	2.1	81	-16
O=C(C[C@@H]1CC[C@@H]2[C@H](COC[C@@H](O)CN2S(=O)(=O)c2ccc(F)cc2)O1)N[C@H]1CCN(Cc2ccccc2)C1	4	1.7	16	-6
CCCC#Cc1cnc2c(c1)C(=O)N([C@H](C)CO)C[C@@H](C)[C@H](CN(C)C(=O)c1cccc(F)c1)O2	0	1.8	-16	29
C[C@@H]1CN([C@@H](C)CO)C(=O)c2cc(NC(=O)Nc3ccccc3)ccc2O[C@@H](C)CCCCO[C@@H]1CN(C)Cc1ccc(C(=O)O)cc1	0	0.6	36	13
C[C@@H]1CCCCO[C@H](CN(C)S(=O)(=O)c2cccs2)[C@H](C)CN([C@@H](C)CO)C(=O)c2cc(NC(=O)Nc3ccccc3)ccc2O1	-6	-1.8	99*	nt
C[C@H](CO)N1C[C@H](C)[C@@H](CN(C)CC2CCOCC2)Oc2ncc(C#CCC3CCCC3)cc2C1=O	2	0.1	47	-50
C[C@@H]1CCCCO[C@H](CN(C)C(=O)NC2CCCCC2)[C@H](C)CN([C@@H](C)CO)C(=O)c2cc(NC(=O)CCCN(C)C)ccc2O1	-1	1.0	46	-12
C[C@@H]1CN([C@@H](C)CO)C(=O)c2cccc(NS(=O)(=O)c3cccs3)c2O[C@H]1CN(C)Cc1ccc(Cl)c(Cl)c1	0	-1.7	82	-27
C[C@H](O)C#Cc1ccc([C@H]2[C@H](CO)N3CCCCN(CC4CC4)C[C@@H]23)cc1	-1	-0.4	16	-25

Part of the list above, set out differently.
Structure | C diff growth | GASC1 inh | T cruzi growth | Pf Dd2 growth
C[C@@H]1CN([C@@H](C)CO)C(=O)Cc2cc(NC(=O)Cn3cnnn3)ccc2O[C@H]1CN(C)C | -7 | 0.2 | -47 | 25
CC(C)OC(=O)N(C)C[C@H]1OCc2ccccc2-c2c(n(C)c3ccccc23)C(=O)N([C@@H](C)CO)C[C@@H]1C | nt | 2.0 | 43 | -63
Cc1noc(C)c1NC(=O)N(C)C[C@H]1OCCCC[C@@H](C)Oc2ccc(NC(=O)NC(C)C)cc2C(=O)N([C@H](C)CO)C[C@@H]1C | 5 | 0.3 | nt | 1
COc1ccc(C(=O)Nc2ccc3c(c2)OC[C@H](C)NC[C@@H](C)[C@H](OC)CN(C)C3=O)cc1 | -8 | -1.2 | -21 | 7
C[C@H]1CN([C@@H](C)CO)C(=O)c2cc(N(C)C)ccc2O[C@@H]1CN(C)Cc1ccc(C(F)(F)F)cc1 | 3 | 2.1 | 81 | -16
O=C(C[C@@H]1CC[C@@H]2[C@H](COC[C@@H](O)CN2S(=O)(=O)c2ccc(F)cc2)O1)N[C@H]1CCN(Cc2ccccc2)C1 | 4 | 1.7 | 16 | -6
CCCC#Cc1cnc2c(c1)C(=O)N([C@H](C)CO)C[C@@H](C)[C@H](CN(C)C(=O)c1cccc(F)c1)O2 | 0 | 1.8 | -16 | 29
C[C@@H]1CN([C@@H](C)CO)C(=O)c2cc(NC(=O)Nc3ccccc3)ccc2O[C@@H](C)CCCCO[C@@H]1CN(C)Cc1ccc(C(=O)O)cc1 | 0 | 0.6 | 36 | 13
C[C@@H]1CCCCO[C@H](CN(C)S(=O)(=O)c2cccs2)[C@H](C)CN([C@@H](C)CO)C(=O)c2cc(NC(=O)Nc3ccccc3)ccc2O1 | -6 | -1.8 | 99* | nt

High-throughput results deposited in PubChem by Broad Institute.
